PGE2 EP2 inh: human EP2 receptor antagonists, primary screen, TR-FRET cAMP, C6 glioma cells; Prostaglandin E2 receptor EP2 subtype (Homo sapiens), P43116; C6 glioma cells expressing human EP2; cells stimulated with saturating PGE2; inhibition, % at 25 µM; 260,000 tested, 0.52% active;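 active means percent inhibition above 40 after rounding to a whole number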;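 further: rat C6 glioma host cells with rolipram phosphodiesterase inhibitor present; the protocol text gives 20 µM as final concentration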
p97 inhibitor: inhibitors of human p97 ATPase, primary screen, biochemical; Transitional endoplasmic reticulum ATPase (Homo sapiens), P55072; recombinant p97 ATPase, Kinase-Glo ATP luminescence, 3 h; inhibition, % at 8 µM; 220,000 tested, 0.42% active; in the data active means inhibition above about 15%;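 further: 0% = DMSO vehicle and 100% = wells lacking enzyme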
Target sequence (P55072 whole entry, looked up): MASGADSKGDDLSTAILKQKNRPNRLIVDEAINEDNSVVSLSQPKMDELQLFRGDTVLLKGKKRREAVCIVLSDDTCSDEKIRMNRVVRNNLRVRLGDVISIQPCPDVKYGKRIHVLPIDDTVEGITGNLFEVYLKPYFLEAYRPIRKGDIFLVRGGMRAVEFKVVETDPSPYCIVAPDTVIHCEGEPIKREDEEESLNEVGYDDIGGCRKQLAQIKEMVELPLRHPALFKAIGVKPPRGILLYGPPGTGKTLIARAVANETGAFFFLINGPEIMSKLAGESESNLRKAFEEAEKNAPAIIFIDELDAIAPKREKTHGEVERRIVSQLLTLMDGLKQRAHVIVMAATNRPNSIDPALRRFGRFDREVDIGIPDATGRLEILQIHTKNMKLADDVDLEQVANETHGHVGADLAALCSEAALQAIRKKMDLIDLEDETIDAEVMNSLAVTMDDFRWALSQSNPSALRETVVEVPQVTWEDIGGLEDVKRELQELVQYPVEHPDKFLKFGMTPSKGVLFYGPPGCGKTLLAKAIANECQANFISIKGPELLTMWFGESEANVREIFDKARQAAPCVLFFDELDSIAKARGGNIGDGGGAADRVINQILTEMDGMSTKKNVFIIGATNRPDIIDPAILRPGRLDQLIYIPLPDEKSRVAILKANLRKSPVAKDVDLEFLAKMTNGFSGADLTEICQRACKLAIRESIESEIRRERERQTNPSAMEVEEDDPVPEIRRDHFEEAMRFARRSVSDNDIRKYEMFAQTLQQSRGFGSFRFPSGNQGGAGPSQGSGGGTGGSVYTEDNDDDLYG
TbHK1 inh: Trypanosoma brucei hexokinase 1 inhibitors, primary screen, biochemical, G6PDH-coupled NADH absorbance, MLSCN library; hexokinase 1 [Trypanosoma brucei]; recombinant TbHK1, G6PDH-coupled NADH A340; inhibition, % at 10 µM; 220,000 tested, 0.11% active;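 active means inhibition of 50% or more in the single-dose primary screen; inactive means inhibition below 50%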
BaF3 parental: parental Ba/F3 cell viability inhibition, counter-screen for JAK2V617F inhibitor project, murine pro-B, CellTiter-Glo luminescence. CellTiter-Glo ATP luminescence. 220,000 tested, 1.1% active. inhibition, % at 5.6 µM;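 active means inhibition above a per-campaign cutoff, the mean inhibition of all tested compounds plus 3 SD, cut at about 27% in these data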;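 further: 0% = DMSO wells and 100% = JAK Inhibitor I control wells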
PPC-1+TRAIL kill: compounds killing PPC-1 cancer cells with TRAIL present, primary screen, TRAIL potentiator project, ATPLite luminescence, uHTS. PPC-1 cells + TRAIL, ATPLite viability luminescence. cell killing (% activity), % at 4 µM. 220,000 tested, 0.41% active. AID 1443, 2008;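 active means cell killing above 50% in the first pass at 4 µM, then a duplicate retest at 5 µM averaging 50% or more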;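 further: plate controls were cells with TRAIL plus DMSO for no effect and medium-only wells lacking cells for full effect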
p47phox inh: p47phox/p22phox peptide binding inhibitors, primary screen, biochemical, uHTS, NADPH oxidase regulatory subunit; Neutrophil cytosol factor 1 (Homo sapiens), P14598; fluorescence polarization, 2 h; inhibition, % at 24.7 µM; 220,000 tested, 0.53% active; AID 1274, 2008;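 active means inhibition above about 30%, limit read from the data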;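 further: 0% = p47phox with labelled peptide and 100% = labelled peptide alone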
Ba/F3 V617F tox: reduced viability of JAK2V617F-dependent Ba/F3 cells, primary screen, JAK2V617F inhibitor project, cell-based, Ba/F3 EpoR-JAK2V617F, luminescence; AID 1446, 2008; 220,000 tested, 1.1% active; inhibition, % at 5.6 µM; ATP luminescence;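 active means inhibition above the campaign mean plus 3 SD over all tested compounds, cut at about 24% in these data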;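 further: cytokine-independent growth of Ba/F3 cells driven by EpoR plus mutant JAK2; 0% = DMSO-treated cells and 100% = JAK inhibitor I control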
Furin inh: human furin inhibitors, primary screen, biochemical, fluorescence intensity; P09958; inhibition, % at 30 µM; purified furin, fluorogenic substrate cleavage; 220,000 tested, 0.061% active; in the data active means inhibition above about 25%; further: inactives centre near -15
RBBP9 inhibitor: human RBBP9 inhibitors, primary screen, biochemical, fluorescence polarization, FP-Rh probe, HTS | Serine hydrolase RBBP9 (Homo sapiens), O75884 | recombinant RBBP9 | inhibition, % at 7.94 µM | 220,000 tested, 0.2% active;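 active means inhibition above the campaign mean of all tested compounds plus 3 SD, cut at about 14% in these data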;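 further: plate controls were DMSO wells with RBBP9 for no effect and wells lacking RBBP9 protein for full effect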
Target sequence (O75884 whole entry, looked up): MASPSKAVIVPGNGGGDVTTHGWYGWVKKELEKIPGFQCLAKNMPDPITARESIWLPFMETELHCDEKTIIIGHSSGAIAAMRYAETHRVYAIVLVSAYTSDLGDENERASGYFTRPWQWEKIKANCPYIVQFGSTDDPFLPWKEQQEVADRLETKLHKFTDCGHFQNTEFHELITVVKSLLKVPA
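Test system: recombinant human RBBP9. Quantity: 2.5 µM RBBP9 dispensing solution, before mixing. Detection: FP readout at 525/598 nm. Reagent: Serine-hydrolase probe FP-Rh, 375 nM pre-mixing. Measure: % inhibition. Control set: DMSO-treated enzyme wells and wells lacking RBBP9. Buffer or medium: Tris-NaCl-Pluronic buffer, pH 8.0. Times: preincubation 30 min plus labeling 45 min at 25 °C.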
The depositor's hits bear a star; / = no result given; & = joins results of further samples; [ ] = another dose, or the depositor's remark. An excerpt; the hit share may differ from the screen's.

SMILES	PGE2 EP2 inh	p97 inhibitor	TbHK1 inh	BaF3 parental	PPC-1+TRAIL kill	p47phox inh	Ba/F3 V617F tox	Furin inh	RBBP9 inhibitor
CCOc1ccc2nc(SC3CC(=O)N(c4ccc(C)cc4)C3=O)sc2c1 (stereo not given)	11	-4	3	1	20	-4	4	-3[20 µM]	7
CCCCCCC1CC(CSC(=N)N)OC1=O (stereo not given)	6	-1	-1	2	15	-1	-1	-21[20 µM]	4
N#CCCC(CCC#N)C1=NCCc2ccccc21	11	6	-6	0	1	-9	-4	-10	1
COc1ccc(-c2cc(N3C(=O)Nc4ccccc4N3O)n[nH]2)cc1	5	6	0	2	-11	2	-3	-12	-3
CC1CCN(S(=O)(=O)c2cccc(C(N)=O)c2)CC1	8	7	0	1	12	6	-6	-12	5
CCOCC(=O)NCc1ccc2c(c1)OCO2	4	4	-4	-3	22	-4	-2	-13[20 µM]	-5
CCn1c(O)c(N=NC(=O)C(O)c2ccccc2)c2ccccc21 (stereo not given)	9	0	-41	0	10	-5	-2	-7	-7
CC1(C)Cc2c(C#N)c(N)n(-c3ccccc3)c(=O)c2CO1	8	3	-6	2	1	-9	-2	-6	-2
CCO[C@H]1OC(C(=O)O)=C[C@@H](C2CC2)[C@@H]1CCCO	13	1	-13	-1	8	-19	-3	-31	3
Cc1cc(C(=O)NNC(=O)CCN2CCN(c3ccccc3)CC2)c2ccccc2n1	6	5	-2	0	3	-15	-4	-31	-6
CC(C(=O)NCCCN1CCOCC1)n1cccc1C(=O)c1ccccc1 (stereo not given)	9	4	-13	6	4	-9	-2	0[20 µM]	8
Cn1c(C(=O)NCC2CCCO2)cc2c(=O)n3ccccc3nc21 (stereo not given)	10	1	-25	4	24	-6	0	-130	-1
Cc1cc(C)n(C(=O)C2CCCN2S(=O)(=O)c2ccc(Cl)cc2)n1 (stereo not given)	/	-2	6	7	1	16	0	-32	-3
CCOC(=O)C1CCN(c2c(NCCN3CCCCC3C)c(=O)c2=O)CC1 (stereo not given)	11	4	3	0	19	-8	-4	-14	-1
Cc1sc2ccc3sccc3c2[n+]1C	19	-4	5	5	31	4	3	3	-9
O=C(Nc1ccc(-c2nc3ccccc3c(=O)o2)cc1)c1ccco1	7	5	-22	0	-17	16	-3	-19	-2
CCOc1cc(/C=N/Nc2ccc(C(=O)O)cc2)ccc1OC(=O)c1ccccc1C	6	-4	0	-2	12	-7	-1	-16	0
Cc1cc(C(=O)COc2cccnc2[N+](=O)[O-])c(C)n1Cc1cccs1	4	4	1	2	8	-2	1	-22	-8
C=CCN1C=C2C(=O)C(C)(OC(=O)C3CCCC3)C(=O)C=C2C=C1c1ccsc1 (stereo not given)	9	/	-31	/	4	-19	/	-17	/
COCCOC(=O)C1=C(C)Nc2nc(C)nn2C1c1ccc(F)cc1 (stereo not given)	6	5	-7	2	19	-17	-7	-23	-5
Cc1ccc(Nc2cnn(C34CC5CC(CC(CC(=O)O)(C5)C3)C4)c(=O)c2Cl)c(Cl)c1	13	3	-19	4	11	-1	-3	-10	-9
O=[N+]([O-])c1ccc(Cl)c(-c2ccc(/C=N/c3c(-c4ccco4)nc4ccccn34)o2)c1	/	0	-8	5	4	3	2	-3[20 µM]	2
Cc1ccc(S(=O)(=O)N(C)C)cc1NC(=O)CSc1ncc(C(F)(F)F)cc1Cl	6	-4	29	4	34	-2	1	0	-6
OCCN1CCN(CC#CCC(c2ccccc2)c2ccccc2)CC1	4	-7	-3	0	18	-8	4	-10	-2
COc1ccc(CCNC(=O)COc2ccccc2[N+](=O)[O-])cc1OC	8	7	-12	-4	-6	-8	-3	-25	-7
COc1cc(/C=N/N2C(=O)CSC2=S)ccc1O	8	0	-37	1	14	-86	0	-5[20 µM]	-11
COC(=O)c1cc(OC)c(OC)cc1NC(=O)C(C)Sc1ccc(C)cc1 (stereo not given)	16	-2	-3	0	11	1	-4	-12[20 µM]	5
O=C(O)Cn1c(-c2cscn2)nc2ccccc21	9	-1	-2	0	6	-3	-5	-27	-8
O=c1cc(CN2CCC3(CC2)OCCO3)c2c(ccc3ccccc32)o1	10	3	-17	4	10	13	-1	-76	-7
Cc1nc(C(=O)N(C)C)nn1-c1ccc(Cl)cc1Cl	6	1	-2	-1	30	-5	2	-22[20 µM]	-6
COc1ccccc1OCCC(=O)OCC(=O)Nc1ccc(Br)cc1F	1	0	2	2	38	-8	-3	-16	-1
CCC(=O)c1ccc(SC(=O)N(C)C)cc1O	7	0	-23	-4	-20	-7	3	-2	8
Cn1c(=O)n(C)c2cc(S(=O)(=O)NCc3ccccc3)ccc21	12&5	-5	1	5	-16	-13	4	-19	-8
COc1ccc(-c2cc(C(F)(F)F)nc(S(=O)(=O)CCCC(=O)Nc3cccnc3Cl)n2)cc1OC	14	4	-15	1	-5	-4	0	-19	-1
O=C(O)C1CCC(=O)N(C2CCCCC2)C1c1ccccc1Cl (stereo not given)	14	1	-14	-1	19	4	-3	-15	-7
O=C(CSc1nc2nc3c(cc2c(=O)n1-c1ccccc1)CCCC3)Nc1ccccc1	8	0	-3	8	14	12	4	-16	-4
COc1cc2[nH]c(=S)nc(NCc3ccccn3)c2cc1OC	4	5	-7	10	11	-6	0	-15	1
COc1ccc(-c2nn(C)c(=O)c3ccccc23)cc1NC(=O)Cn1nc(-c2ccccc2)c2ccccc2c1=O	11	6	-8	10	20	-37	2	-14[20 µM]	-26
CCN(c1ccccc1)S(=O)(=O)c1ccc(Cl)c(NC(=O)CN2C(=O)NC3(CCCC3)C2=O)c1	2	3	-8	-5	5	-4	-3	-25	8
O=C(COC(=O)c1ccc(Cl)c(Cl)c1)Nc1cccnc1Cl	3	0	2	6	22	-1	2	-17	1
Cc1ccc(S(=O)(=O)/N=S(/C)c2ccccc2)cc1 (stereo not given)	11	-2	1	11	27	-8	4	-4[20 µM]	-7
Cc1ccc(NC(=O)c2sccc2C)cc1S(=O)(=O)N(C)C	5	4	1	1	10	-3	-1	-11	-3
Cc1cccc(NC(=S)N2CCN(c3ccc(F)cc3)CC2)c1	17	5	-10	0	-7	1	-3	-9	5
Cc1cc(C)c2nc(N3CCCC(C(=O)N4CCC(C(N)=O)CC4)C3)sc2c1 (stereo not given)	12	0	9	1	11	-2	-3	-17	-12
O=C(COC(=O)c1ccc(F)cc1F)Nc1ncccn1	13	9	6	-6	11	-19	-4	-8	-3
S=c1[nH]c(-c2ccccc2)cn1/N=C/c1ccccc1Br	7	1	-5	1	14	3	1	-25	-4
O=C(/C=C/c1ccccc1Cl)N(Cc1ccccc1)C1CCS(=O)(=O)C1 (stereo not given)	4	2	0	5	9	-6	2	-32	-7
COc1ccc(CCNC(=O)CSc2nnc(NC(C)=O)s2)cc1OC	9	-3	3	4	8	-2	2	-7	-9
Cc1nn2c(N3CCN(C4CCCC4)CC3)cc(C(C)(C)C)nc2c1-c1ccccc1	6	7	-7	1	23	2	-4	-9[20 µM]	-5
CNC(=O)c1csc(-c2ccc(C)cc2)n1	4	-5	4	4	18	-7	-2	-14	-2
C1CCc2c(nnc3c2-c2nonc2CC3)C1	11&9	0	-2	2	16	8	2	-29	-4
CCCS(=O)(=O)N1CCN(Cc2ccco2)CC1	9	2	5	1	-1	-4	-4	-12	-6
Fc1ccc(CO/N=C2\CCCc3nonc32)cc1	3	4	-7	5	7	1	1	-19	7
Clc1ccccc1/C=N/c1cc(-c2ccccc2)nn1-c1ccccc1	5	3	-12	5	24	-15	-1	-10[20 µM]	-1
O=C(Nc1ccccc1Cl)c1ccc2nsnc2c1	6	2	-10	10	29	-6	0	-11	-3
O=C1CC(C(=O)O)S/C(=N\N=C\c2ccc(Br)cc2)N1 (stereo not given)	0	4	-94	-1	13	-13	1	-29	-6
COc1cccc(-c2nc3ccccc3c(=O)n2NC(=O)c2cccnc2Cl)c1	6	4	4	2	23	-4	-4	-16	-6
C[C@H](NC(=O)c1ccccc1)C(=O)Nc1nc(-c2ccccn2)cs1	8	-3	2	5	21	0	1	-20	-13
O=C(N/N=C/c1cn(-c2ccccc2)nc1-c1cccnc1)c1ccccc1	14	-2	-15	4	-11	-14	3	-17	-9
CC(Oc1ccccc1F)C(=O)NNC(=O)c1cc2ccccc2o1 (stereo not given)	-1	3	-7	8	-10	-5	0	-29	0

One compound at a time (already shown). Order of values: PGE2 EP2 inh, p97 inhibitor, TbHK1 inh, BaF3 parental, PPC-1+TRAIL kill, p47phox inh, Ba/F3 V617F tox, Furin inh, RBBP9 inhibitor
`O=C(/C=C/c1ccccc1Cl)N(Cc1ccccc1)C1CCS(=O)(=O)C1` (stereo not given) is listed as 4, 2, 0, 5, 9, -6, 2, -32, -7
`CC(Oc1ccccc1F)C(=O)NNC(=O)c1cc2ccccc2o1` (stereo not given) is listed as -1, 3, -7, 8, -10, -5, 0, -29, 0

(cont.)
SMILES	PGE2 EP2 inh	p97 inhibitor	TbHK1 inh	BaF3 parental	PPC-1+TRAIL kill	p47phox inh	Ba/F3 V617F tox	Furin inh	RBBP9 inhibitor
CCCC(=O)NC(c1ccc(OC)c(OC)c1)c1c(O)ccc2ccccc12 (stereo not given)	6	1	-6	3	-32	-11	-3	-4	-12
COc1ccc(-c2nnc(SCc3ccccc3F)o2)cc1	7	0	-2	2	28	-22	-2	-10[20 µM]	-9
Cc1ccnc(NS(=O)(=O)c2ccc(NC(=O)COc3ccccc3)cc2)n1	7	3	-1	1	6	-2	-4	-14	-8
O=C(NC1CCN(C(=O)Nc2cccc(F)c2)CC1)C1CCCCC1	12	4	7	-1	2	-6	-2	-25	-5
O=C(/C=C/c1ccco1)NC(=S)Nc1ccccc1O	7	-1	-22	5	5	-14	0	-7	-2
COc1ccc(OC)c(S(=O)(=O)N2CCNCC2)c1	5	5	4	0	14	-4	-1	-27	6
NC(CCCCCP(=O)(c1ccccc1)c1ccccc1)C(=O)O (stereo not given)	1	4	-18	1	-6	1	0	-34	-7
CCCCn1nnnc1NCc1cccs1	8	6	-5	-3	9	-3	-1	-7[20 µM]	-3
CCCCn1c(=N)n(CC(O)c2ccccc2)c2ccccc21 (stereo not given)	3	3	-5	4	0	-1	-3	-14	-1
C=CCn1c(SCC(=O)c2ccc(Cl)cc2)nnc1-c1ccc2c(c1)OCO2	5	1	-1	1	27	-11	-4	-7	-6
CCOC(=O)N1CCN(C(=O)CSCc2nc(-c3ccccc3C)oc2C)CC1	2	-4	-3	2	13	-4	-2	-16	3
CCCOc1ccc(CSC(=N)N)cc1C(=O)OC	5	3	-2	0	-2	1	0	-24	-1
Cc1cc(C(=O)OCC(=O)Nc2cc(S(=O)(=O)N(C)C)ccc2C)c(C)o1	6	1	0	5	-12	/	4	-10	2
O=C1/C(=C/c2ccsc2)N2CCC1CC2	5	-4	-31	-3	13	4	5	-15	-10

Quoted at random: 2 entries already listed
SMILES	PGE2 EP2 inh	p97 inhibitor	TbHK1 inh	BaF3 parental	PPC-1+TRAIL kill	p47phox inh	Ba/F3 V617F tox	Furin inh	RBBP9 inhibitor
Cc1cc(C(=O)OCC(=O)Nc2cc(S(=O)(=O)N(C)C)ccc2C)c(C)o1	6	1	0	5	-12	/	4	-10	2
O=C(/C=C/c1ccco1)NC(=S)Nc1ccccc1O	7	-1	-22	5	5	-14	0	-7	-2
